# Exocytosis inh = LAMP-1 surface exposure blockers, TALL-104 cells – cell-based, flow cytometry, MLPCN library, primary screen; TALL-104 LAMP-1 surface exposure; cells stimulated with thapsigargin and PMA; inhibition, % at 10 µM; 0.66% of 360,000 active; AID 651702, 2012;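 active = inhibition above about 55%, limit read from the data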
# NCOA1 inh = SRC1 coactivator transcriptional activity inhibitors, primary screen, cell-based, luminescence. inhibition, % at 3.6 µM. 0.12% of 360,000 active. HEK293 GAL4-SRC1 luciferase reporter;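 active = inhibition above the campaign mean plus 3 SD, with each screening campaign given its own cutoff, cut at about 60% in these data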;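 note: 0% = DMSO treated cells and 100% = gossypol at 36 µM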
# TLR9-MyD88 inh = inhibitors of TLR9-MyD88 association in cells, primary screen, cell-based, CHO, BLA complementation, fluorescence. 0.21% of 340,000 active. CCF4 FRET ratio. Toll-like receptor 9 (Homo sapiens) + Myeloid differentiation primary response protein …. inhibition, % at 4.98 µM;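 active = inhibition above the mean over all tested compounds plus 3 SD, cut at about 21% in these data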;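 note: 0% = DMSO only wells and 100% = clavulanate BLA inhibitor control wells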
# NCOA3 inh = SRC3 coactivator transcriptional activity inhibitors, primary screen, cell-based, luminescence | AID 588352, 2011 | inhibition, % at 3.6 µM | 0.17% of 360,000 active | HEK293 GAL4-SRC3 luciferase reporter | Nuclear receptor coactivator 3 (Homo sapiens), Q9Y6Q9;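 active = inhibition above a per-campaign cutoff, the mean of all compounds plus 3 SD, cut at about 60% in these data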;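 note: 0% = DMSO-treated cells and 100% = gossypol-treated cells at 36 µM; higher means less SRC3-driven luciferase light from the GAL4 reporter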
# NR5A2 inv ag = LRH-1 (NR5A2) inverse agonists, primary screen, cell-based, luminescence, HEK293T, StAR-luciferase reporter; LRH-1 transfected, 24 h; inhibition, % at 3.6 µM; 0.13% of 360,000 active; AID 602396, 2012;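 active = inhibition above the mean inhibition of all tested compounds plus 3 SD, cut at about 73% in these data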;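 note: 0% = DMSO wells and 100% = reporter-only cells lacking LRH-1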
# NCOA2 inhibitor = inhibition of GAL4-SRC2 driven luciferase reporter, primary screen, SRC2 inhibitor project, cell-based, luminescence. HEK293 GAL4-SRC2 luciferase reporter. inhibition, % at 9 µM. 0.17% of 370,000 active;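 active = inhibition above the mean inhibition of all tested compounds plus 3 SD, set per campaign, cut at about 52% in these data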;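 note: 0% = DMSO treated cells and 100% = cells given Gossypol at 36 µM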
# Target sequence (Q15596 whole entry, looked up, the tested form may be a part): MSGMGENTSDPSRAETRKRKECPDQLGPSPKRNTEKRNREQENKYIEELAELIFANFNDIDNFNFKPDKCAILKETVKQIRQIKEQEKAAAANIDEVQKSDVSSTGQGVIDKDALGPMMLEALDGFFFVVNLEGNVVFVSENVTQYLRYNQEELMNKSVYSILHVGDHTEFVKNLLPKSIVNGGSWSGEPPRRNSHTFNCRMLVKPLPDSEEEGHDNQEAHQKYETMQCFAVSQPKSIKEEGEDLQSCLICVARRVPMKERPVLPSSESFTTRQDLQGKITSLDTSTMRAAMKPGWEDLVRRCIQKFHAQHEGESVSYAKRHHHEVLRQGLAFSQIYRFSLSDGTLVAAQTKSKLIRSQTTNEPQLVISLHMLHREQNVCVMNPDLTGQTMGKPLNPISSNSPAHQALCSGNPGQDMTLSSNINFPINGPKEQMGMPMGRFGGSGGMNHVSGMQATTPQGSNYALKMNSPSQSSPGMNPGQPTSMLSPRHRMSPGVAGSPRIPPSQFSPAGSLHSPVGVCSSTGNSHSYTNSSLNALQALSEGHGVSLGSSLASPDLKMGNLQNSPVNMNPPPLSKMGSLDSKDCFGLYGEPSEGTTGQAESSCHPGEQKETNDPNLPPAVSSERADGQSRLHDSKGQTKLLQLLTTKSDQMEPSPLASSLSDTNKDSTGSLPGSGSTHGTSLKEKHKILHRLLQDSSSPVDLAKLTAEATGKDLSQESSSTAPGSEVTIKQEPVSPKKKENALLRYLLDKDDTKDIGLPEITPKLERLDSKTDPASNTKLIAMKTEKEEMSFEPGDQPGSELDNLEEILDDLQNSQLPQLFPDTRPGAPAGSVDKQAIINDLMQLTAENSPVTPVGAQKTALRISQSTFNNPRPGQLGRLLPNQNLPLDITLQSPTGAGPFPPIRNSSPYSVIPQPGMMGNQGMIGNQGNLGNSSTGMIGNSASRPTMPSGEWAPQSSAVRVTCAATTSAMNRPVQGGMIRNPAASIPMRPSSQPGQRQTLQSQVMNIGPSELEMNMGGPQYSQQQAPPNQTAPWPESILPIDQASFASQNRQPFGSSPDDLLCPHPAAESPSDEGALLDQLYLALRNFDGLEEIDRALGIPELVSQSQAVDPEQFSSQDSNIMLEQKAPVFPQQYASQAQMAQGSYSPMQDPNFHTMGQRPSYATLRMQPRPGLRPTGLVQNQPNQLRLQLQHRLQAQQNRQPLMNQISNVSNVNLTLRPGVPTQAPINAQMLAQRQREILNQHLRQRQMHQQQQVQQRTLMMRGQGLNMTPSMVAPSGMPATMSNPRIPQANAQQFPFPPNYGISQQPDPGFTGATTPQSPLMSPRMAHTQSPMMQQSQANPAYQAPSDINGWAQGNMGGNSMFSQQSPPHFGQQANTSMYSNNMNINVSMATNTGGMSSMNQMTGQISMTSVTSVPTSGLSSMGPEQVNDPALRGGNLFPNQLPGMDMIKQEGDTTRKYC
# TROY signal inh = inhibitors of TROY-driven NF-kB signaling, primary screen, Q293 LMP1-TROYcd cells, NF-kB luciferase, uHTS; Q293 LMP1-TROYcd NF-kB luciferase reporter, 4 h; inhibition, % at 10 µM; 0.98% of 360,000 active; AID 1347056, 2019;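 active = compounds whose plate-normalised and pattern-corrected inhibition of the luciferase reporter signal at the single screening dose is 50% or more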
# TWEAK-Fn14 inh = inhibitors of TWEAK-Fn14 signaling, primary screen, luciferase reporter cells, uHTS | TWEAK-stimulated Fn14 reporter cells, luciferase luminescence, 8 h | inhibition, % at 10 µM | 2% of 360,000 active; in the data active = inhibition above about 50%
# NR2F2 inh = NR2F2 transcriptional activity inhibitors, primary screen, cell-based, luciferase reporter, HEK293T, luminescence; COUP transcription factor 2 (Homo sapiens), P24468; HEK293T NGFI-A luciferase reporter; inhibition, % at 8.6 µM; 0.7% of 370,000 active; AID 686940, 2013;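 active = inhibition above a per-plate cutoff, mean inhibition of test wells between control levels plus 3 SD, cut at about 38% in these data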;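 note: cells cotransfected with COUP-TFII expression vector driving the NGFI-A reporter; 0% = median of COUP-TF2 test wells and 100% = reporter-only cells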
# NOD2 RIPK2 PPI = NOD2-RIPK2 binding disruptors in cells, primary screen, fluorescence, CHO cells, BLA complementation | AID 624267, 2012 | inhibition, % at 4.98 µM | CCF4 ratio | Receptor-interacting serine/threonine-protein kinase 2 (Homo sapiens), O43353 | 0.38% of 360,000 active; in the data active = inhibition above about 21%;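 note: 0% = vehicle only and 100% = reference blocker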
# ABHD5 PLIN5 PPI = ABHD5-PLIN5 interaction inhibitors, primary screen, cell lysate, split luciferase complementation, luminescence. 0.78% of 360,000 active. Perilipin-5 (Homo sapiens) + 1-acylglycerol-3-phosphate O-acyltransferase ABHD5 (Homo …. AID 602281, 2012. Split G. princeps luciferase complementation, 4 h. inhibition, % at 4 µM;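 active = inhibition above the mean inhibition across every tested compound plus 3 SD, cut at about 22% in these data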;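 note: 0% = DMSO only wells and the 100% control is not disclosed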
# * hit, by the source's call; . = no result given. Not all compounds are listed; count on the stated rates, not on these rows.
SMILES,Exocytosis inh,NCOA1 inh,TLR9-MyD88 inh,NCOA3 inh,NR5A2 inv ag,NCOA2 inhibitor,TROY signal inh,TWEAK-Fn14 inh,NR2F2 inh,NOD2 RIPK2 PPI,ABHD5 PLIN5 PPI
COc1ccc(OCCC(=O)Nc2ccc(S(N)(=O)=O)cc2)cc1,-11,-4,-7,-16,5,12,4,4,-17,3,2
Cc1ccc(CNC(=O)C2CCC(=O)N(CCc3ccc(Cl)cc3)C2)cc1 (stereo not given),3,-20,4,-64,-45,-34,-30,-13,-4,10,4
COc1ccc(OCC(=O)Nc2ccc(S(=O)(=O)N3CCCCCC3)cc2)cc1,4,-4,-4,6,15,0,23,-28,6,-6,-9
COc1cccc(/C=N/NC(N)=S)c1OCc1ccccc1Cl,8,14,-4,7,13,12,-9,2,10,3,-6
CCN(CC)CCN1CNC(=S)NC1,2,-35,5,1,-3,-5,-2,-17,6,-2,-3
CC(NC(=O)[C@H](C)NC(=O)N1CCn2c1nc1ccccc12)c1ccccc1 (stereo not given in full),7,-22,3,2,11,16,9,-11,-2,-10,-4
COc1ccc(CNC(=O)COc2ccc(S(=O)(=O)N3CCOCC3)cc2)cc1,0,-8,0,22,-4,-5,3,-6,-2,-1,1
CCCN(CCC)S(=O)(=O)c1ccc(C(=O)NCc2ccc3c(c2)OCO3)cc1,2,-7,1,-17,-12,31,-39,1,19,-12,4
CCn1c(SCC(=O)c2cc(C)n(C)c2C)nnc1-c1ccccc1,-3,-20,-7,-3,-14,-5,11,-4,5,9,0
Cc1nc(C)c(-c2csc(Nc3ncccc3C)n2)s1,-1,-64,-7,-78,-87,-3,0,12,0,4,-8
O=C(NC(=S)NCC1CCCO1)c1ccccc1F (stereo not given),-1,-24,-14,-9,-18,-25,-28,-9,-14,3,-3
CCC1(C)Cc2c(C#N)c(SC)nc(N3CCOCC3)c2CO1 (stereo not given),-17,-24,.,28,0,6,-21,-11,2,0,0
CC(=O)Nc1ccc(NC(=O)CN(C)S(=O)(=O)c2ccc3ccccc3c2)cc1,-3,17,4,-34,-12,10,9,1,12,11,0
COc1ccc(NC(=O)CSCc2cc(=O)n3ccsc3n2)cc1,24,5,3,6,7,-19,8,-11,10,9,-3
O=C(O)CCCCCNC(=O)c1ccncc1,-1,2,-9,7,3,-17,6,12,-4,-1,-1
COCCCNc1nc2ccccc2nc1NS(=O)(=O)c1ccc(C)c(C)c1,-1,13,6,10,0,2,15,7,9,-16,5
Cc1cccc(NC(=O)CCN2C(=O)C3C4C=CC(C4)C3C2=O)c1 (stereo not given),3,7,-3,7,17,16,-5,-17,0,-6,0
CN1CCN(C(=O)c2cc(-c3cccc(Cl)c3)on2)CC1,0,-30,-7,-18,-62,-49,-20,-21,-26,0,-7
COc1ccccc1-c1cnn2c(NC3CCCC3)cc(C)nc12,0,-184,-12,-82,-119,-22,-30,-31,-3,2,-11
Clc1cccc(-c2nc(NCCN3CCOCC3)c3ccccc3n2)c1,7,-15,-3,-11,29,-15,16,13,-8,6,14
Cc1ccccc1C(=O)Nc1ccc(C(=O)O)cc1NC(=O)c1ccccc1C,-5,6,-5,-9,13,-15,-15,3,18,1,5
CN(CCOC(=O)C1c2ccccc2Oc2ccccc21)C(C)(C)C,2,7,-5,6,-2,.,2,-14,.,-4,-1
Nc1ccc(Oc2ccc3c(c2)C(=O)N(CC2CCCO2)C3=O)cc1 (stereo not given),-3,-57,-3,-15,-50,48,-34,-1,16,-17,10
C[n+]1ccc2[nH]c3ccccc3c2c1,24,10,.,14,-7,-15,15,-13,-3,0,8
Cc1ccc(CN2CC(C(=O)Nc3cc(C)ccn3)CC2=O)cc1 (stereo not given),1,-191,-6,-96,-85,-17,15,-5,-27,-9,-3
COC(=O)COc1ccc(S(=O)(=O)N2CCN(c3ccc(F)cc3)CC2)cc1,7,-3,-6,18,-14,-15,6,-2,-11,-4,4
O=C(COC(=O)c1cccnc1Cl)NCc1cccs1,-1,-17,3,15,1,-19,13,-1,-22,2,3
CC(=O)N1CCN(S(=O)(=O)c2cccc(C(=O)OCc3cccc(F)c3)c2)CC1,-5,-6,-19,7,7,10,5,2,6,-13,-8
COc1ccc(CCNC(=S)NC(=O)c2cccc([N+](=O)[O-])c2)cc1OC,-7,7,-2,24,-7,1,3,-3,8,-9,-1
CCN1CCN(Cc2ccc(NC(=O)Nc3ccccc3)cc2)CC1,-3,-66,0,-79,-95,.,53*,60*,.,-11,1
CN(C)/N=C/c1cc([N+](=O)[O-])ccc1O,7,-3,3,19,-15,6,1,-13,19,-12,-6
COC(=O)C1(Cc2ccccc2)NC(c2ccc(F)cc2)C2C(=O)N(C)C(=O)C21 (stereo not given),-3,-10,-5,3,-10,-23,8,8,3,1,0
COc1cc(Cl)c(C)cc1NC(=O)COC(=O)C1=NN(c2ccccc2)C(=O)CC1,-3,13,1,-3,-11,-11,-9,-4,-8,-1,10
C=C1CC[C@@]23CC[C@]4(C)[C@@](OC2=O)([C@@H]3C1)[C@H]1O[C@H]1C1[C@@]2(C)CC[C@H](O)C(C)(C)C2CC[C@]14C (stereo not given in full),-5,-18,-3,-15,8,.,-15,-9,.,-5,0
O=C(NNc1ncnc2c1cnn2-c1cccc(Cl)c1)c1ccco1,1,-7,-4,16,-28,-2,-29,12,-2,-6,-7
CC(NC(=O)c1ccc(N(C)C)cc1)C1CC2CCC1C2 (stereo not given),-4,-2,4,14,10,8,-30,5,-22,-12,0
O=C(Nc1ccccc1)N(CCN1CCOCC1)Cc1cccc(Cl)c1,-4,-1,5,16,7,-12,-3,-2,10,-8,16
Cc1cc(=O)[nH]c(-n2[nH]c(C)cc2=O)n1,4,-12,2,-12,16,11,8,-39,11,-11,-4
COCCNC(=S)N(C)C1(c2ccccc2Cl)CCCCC1=O (stereo not given),0,13,0,13,-7,-2,1,1,-4,1,6
Nc1ccc(C(=O)NCCCSc2ccccc2)cc1[N+](=O)[O-],37,-6,-6,-7,6,17,11,-3,20,-11,0
Cc1ccc(C(=O)OCC(=O)Nc2ccc(N(C)C)cc2)cc1NC(=O)c1ccco1,-2,6,1,-6,13,-12,-20,-16,3,-7,4
O=C(Nc1c(F)c(F)c(F)c(F)c1F)C1CCCCC1,-1,0,4,0,2,-8,.,-9,-4,-10,-3
O=C(CCCN1C(=O)/C(=C/c2cccc(Br)c2)SC1=S)Nc1ccccn1,-6,-17,-7,-9,8,24,11,49,0,6,1
S=C1NCCc2ccccc2C1c1ccccc1 (stereo not given),-1,2,3,-1,-21,-20,2,-5,-9,-6,2
O=C(O)Cc1nc2nc3c(c(=O)n2[nH]1)CCCC3,6,13,-12,13,1,-4,-7,-1,14,-2,8
CCC(CC)C(=O)Nc1c2c(nn1-c1ccc(F)cc1)CS(=O)(=O)C2,-1,16,-2,6,7,-8,0,-10,2,10,8
COCCNc1ncnc2c1ncn2[C@H]1CN(CCOC)C[C@@H](CO)O1,-2,2,.,-15,10,9,14,-5,-6,10,4
CCOC(=O)CSc1nc2cc(C(=O)N3CCCC3)ccc2c(=O)n1Cc1ccccc1,3,1,4,27,-10,-2,8,12,-2,4,7
CCOc1ccc(CN(C)C(=O)CCl)cc1,-4,-36,-6,-15,35,34,1,5,-22,-8,2
CC(C)C(=O)NCCc1nc2ccccc2n1CCCOc1ccc(Cl)cc1,4,-7,-6,-11,-21,13,19,12,24,4,14
CCN(CC(=O)NC1CC1)S(=O)(=O)c1ccc(C)cc1,1,0,-3,11,1,26,-14,2,8,-5,-4

# An excerpt from above in order of molecular weight, descending.
SMILES,Exocytosis inh,NCOA1 inh,TLR9-MyD88 inh,NCOA3 inh,NR5A2 inv ag,NCOA2 inhibitor,TROY signal inh,TWEAK-Fn14 inh,NR2F2 inh,NOD2 RIPK2 PPI,ABHD5 PLIN5 PPI
O=C(CCCN1C(=O)/C(=C/c2cccc(Br)c2)SC1=S)Nc1ccccn1,-6,-17,-7,-9,8,24,11,49,0,6,1
CCOC(=O)CSc1nc2cc(C(=O)N3CCCC3)ccc2c(=O)n1Cc1ccccc1,3,1,4,27,-10,-2,8,12,-2,4,7
Cc1ccc(C(=O)OCC(=O)Nc2ccc(N(C)C)cc2)cc1NC(=O)c1ccco1,-2,6,1,-6,13,-12,-20,-16,3,-7,4
O=C(Nc1ccccc1)N(CCN1CCOCC1)Cc1cccc(Cl)c1,-4,-1,5,16,7,-12,-3,-2,10,-8,16
COCCNc1ncnc2c1ncn2[C@H]1CN(CCOC)C[C@@H](CO)O1,-2,2,.,-15,10,9,14,-5,-6,10,4
CCC(CC)C(=O)Nc1c2c(nn1-c1ccc(F)cc1)CS(=O)(=O)C2,-1,16,-2,6,7,-8,0,-10,2,10,8
COCCNC(=S)N(C)C1(c2ccccc2Cl)CCCCC1=O (stereo not given),0,13,0,13,-7,-2,1,1,-4,1,6
Nc1ccc(C(=O)NCCCSc2ccccc2)cc1[N+](=O)[O-],37,-6,-6,-7,6,17,11,-3,20,-11,0
CCN(CC(=O)NC1CC1)S(=O)(=O)c1ccc(C)cc1,1,0,-3,11,1,26,-14,2,8,-5,-4
O=C(Nc1c(F)c(F)c(F)c(F)c1F)C1CCCCC1,-1,0,4,0,2,-8,.,-9,-4,-10,-3
O=C(O)Cc1nc2nc3c(c(=O)n2[nH]1)CCCC3,6,13,-12,13,1,-4,-7,-1,14,-2,8
Cc1cc(=O)[nH]c(-n2[nH]c(C)cc2=O)n1,4,-12,2,-12,16,11,8,-39,11,-11,-4

# From PubChem
